MPTP block – mitochondrial permeability transition pore inhibitors, primary screen, biochemical, isolated mouse mitochondria, absorbance. Ca2+ swelling absorbance, 30 min. inhibition, % at 10 µM. hit rate 1.4% among 360,000. AID 602449, 2012;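 active = inhibition of 50% or more, scaled per plate between neutral and stimulator controls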;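 also: 0% = DMSO wells given calcium and 100% = 1 mM EGTA wells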
ATG4B inh – ATG4B protease inhibitors, primary screen, biochemical, fluorescence, uHTS; Cysteine protease ATG4B (Homo sapiens), Q9Y4P1; ATG4B cleavage of LC3-PLA2, NBD-HPC fluorescence, 1 h; inhibition, % at 8.33 µM; hit rate 0.51% among 340,000; in the data active = inhibition above about 40%
Target sequence (Q9Y4P1 whole entry, looked up): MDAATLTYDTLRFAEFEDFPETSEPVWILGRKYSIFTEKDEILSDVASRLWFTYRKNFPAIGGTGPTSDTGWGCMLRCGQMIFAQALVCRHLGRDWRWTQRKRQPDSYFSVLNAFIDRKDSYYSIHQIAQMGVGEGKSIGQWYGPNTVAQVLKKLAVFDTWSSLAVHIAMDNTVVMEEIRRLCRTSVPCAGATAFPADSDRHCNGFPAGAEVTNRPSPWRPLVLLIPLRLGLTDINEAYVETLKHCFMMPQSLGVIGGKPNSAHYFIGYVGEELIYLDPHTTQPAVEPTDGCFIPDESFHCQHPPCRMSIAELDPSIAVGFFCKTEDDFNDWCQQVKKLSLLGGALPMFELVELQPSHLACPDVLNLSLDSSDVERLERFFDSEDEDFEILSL
* hit, by the source's call. This is a subset; count on the stated rates, not on these rows.

item | Structure | MPTP block | ATG4B inh
1 | CCn1c(SCCN2CCCCC2)nc2c1c(=O)n(C)c(=O)n2C | 1.1 | 4
2 | COc1ccc2nc(N=Nc3ccc(N(C)C)cc3)sc2c1 | 7.8 | -14
3 | O=C(c1cccs1)c1ccccc1Cc1cccs1 | -1.6 | 3
4 | COc1ccc(C2=C(SC)CC2=NC(C)(C)C)cc1 | -6.5 | -4
5 | CCOc1ccc(C2=Nn3c(nnc3-c3ccccc3OC)SC2)cc1 | 5.9 | -11
6 | Cc1cccc2cc(-c3ccccc3)c(-c3ccccc3)c[n+]12 | 2.3 | -9
7 | CCCCn1c(N)c(N(CCOC)C(=O)CCNC(=O)NC23CC4CC(CC(C4)C2)C3)c(=O)[nH]c1=O | -0.3 | -7
8 | Nc1ccc2c(c1Cl)C(=O)c1ccc(N)c(Cl)c1C2=O | 1.8 | -6
9 | CCc1n[n+](CC(=O)c2ccccc2)c(N)s1 | -0.1 | -15
10 | O=C(NNC(=O)c1ccncc1)Nc1cc(Cl)ccc1Cl | -1.8 | 0
11 | COc1c(NC(C)=O)c2c(c([N+](=O)[O-])c1OC)C(=O)OC2 | 0.5 | -12
12 | O=C1CSC(=S)N1N=C1CCCCCC1 | -0.7 | 6
13 | Cc1ccc(S(=O)(=O)N2CCOCC2)cc1C(=O)N1CCN(S(=O)(=O)c2ccccc2F)CC1 | -0.3 | -1
14 | CC(=O)C1=C(C)NC(SCc2ccc(C#N)cc2)=C(C#N)C1c1ccco1 (configuration not stated) | -1.0 | -10
15 | CN(CCc1ccccc1)C(=O)c1cccc(NC(=O)Cc2cccc(NC(=O)C3CCCN(C(=O)C4CCCCC4)C3)c2)c1 (configuration not stated) | 0.6 | -13
16 | O=C(O)CN(CC(=O)O)CC(=O)O | -0.4 | 0
17 | CCOc1ccc(OCCCC(=O)Nc2cc(S(=O)(=O)N3CCOCC3)ccc2N2CCOCC2)cc1 | 0.1 | 3
18 | Nc1nc(N)c2cc([N+](=O)[O-])ccc2n1 | 0.4 | -1
19 | CN(C)CCOC1(Cc2ccc(F)cc2)CCC(C(C)(C)C)CC1 (configuration not stated) | 16 | 1
20 | O=C(NN=Cc1cccc([N+](=O)[O-])c1)c1cccc2ccccc12 | 0.3 | 1
21 | CC(=O)Nc1cc(=O)c2cccnc2[nH]1 | -1.2 | -5
22 | NC(CSC1(c2ccccc2)c2ccccc2-c2ccccc21)C(=O)O (configuration not stated) | -0.1 | 5
23 | COC1=NC2=NCCN2C(OC)=N1 | -0.9 | -6
24 | C/C(=N\Nc1ncc(Cl)cc1Cl)c1ccccn1 | -0.5 | -11
25 | NS(=O)(=O)c1cccc(NC(=O)COC(=O)Cc2ccc(S(=O)(=O)N3CCOCC3)s2)c1 | 0.0 | -10
26 | COc1ccc(C)cc1NC(=O)C1CC(=O)N(CCc2ccc(F)cc2)C1 (configuration not stated) | 0.5 | 3
27 | COc1ccccc1-c1cccc([C@@H]2C[C@H]3[C@@H](CN2)CON3C)c1 | -1.1 | -9
28 | Cc1nn(C)c(=S)[nH]c1=S | 1.4 | 2
29 | CC(C)(C)S(=O)N1Cc2cc(=O)n(Cc3ccccc3)cc2[C@H]1CCO (some centres not stated) | -0.9 | 8
30 | O=C(/C=C/c1ccco1)NC(=S)Nc1cc(-c2nc3ccccc3s2)ccc1Cl | 1.4 | 32
31 | Cc1ccc(C2(SCC(N)C(=O)O)c3ccccc3-c3ccccc32)cc1 (configuration not stated) | -0.7 | 3
32 | NC(=O)c1ccc(OCc2ccccc2)nc1 | -0.1 | 26
33 | O=C1CCC(C2CCc3cc(O)ccc3C2)C1 (configuration not stated) | -1.2 | -12
34 | O=C(CNCc1ccc(Cl)cc1)Nc1cc(S(=O)(=O)N2CCCC2)ccc1Cl | 0.0 | -11
35 | CCN(CC)CCNC(=O)c1ccc(NC(=O)c2cccc(S(=O)(=O)N3CCCCCC3)c2)cc1 | -2.8 | -10
36 | C#CC1(O)CCC2C3CCc4cc(O)cc(C)c4C3CCC21C (configuration not stated) | 0.4 | -10
37 | COc1ccc(C(CNC(=O)c2cc(S(=O)(=O)Nc3cccc(C)c3)ccc2C)N2CCOCC2)cc1 (configuration not stated) | -1.4 | -24
38 | NC(=O)C1=C(N=C2CCCCC2)CCCC1 | 1.0 | 7
39 | Cc1cc(Br)ccc1NC(=O)CN(C)C(=O)c1cccc(S(=O)(=O)N2CCN(C)CC2)c1 | 0.5 | -50
40 | O=C1S/C(=C\c2ccccc2)C(=O)N1CC(O)Cn1c2ccccc2c2ccccc21 (configuration not stated) | -0.2 | 29

Shown with two lines to a compound: part of the list above.
Sequence of screens – MPTP block | ATG4B inh
27. COc1ccccc1-c1cccc([C@@H]2C[C@H]3[C@@H](CN2)CON3C)c1
→ -1.1 | -9
28. Cc1nn(C)c(=S)[nH]c1=S
→ 1.4 | 2
29. CC(C)(C)S(=O)N1Cc2cc(=O)n(Cc3ccccc3)cc2[C@H]1CCO (some centres not stated)
→ -0.9 | 8
30. O=C(/C=C/c1ccco1)NC(=S)Nc1cc(-c2nc3ccccc3s2)ccc1Cl
→ 1.4 | 32
31. Cc1ccc(C2(SCC(N)C(=O)O)c3ccccc3-c3ccccc32)cc1 (configuration not stated)
→ -0.7 | 3
32. NC(=O)c1ccc(OCc2ccccc2)nc1
→ -0.1 | 26

A different layout for part of the listing above.
The line under a structure holds: MPTP block	ATG4B inh
39	Cc1cc(Br)ccc1NC(=O)CN(C)C(=O)c1cccc(S(=O)(=O)N2CCN(C)CC2)c1
    0.5	-50
40	O=C1S/C(=C\c2ccccc2)C(=O)N1CC(O)Cn1c2ccccc2c2ccccc21 (configuration not stated)
    -0.2	29

Additional records
item | Structure | MPTP block | ATG4B inh
41 | Cc1cc2c(cc(C(=O)OC(C)C(=O)NCc3ccc(F)cc3)n2C)o1 (configuration not stated) | -0.5 | -10
42 | O=[N+]([O-])c1ccc(-c2cn(-c3ccc(Cl)cc3)c(=S)[nH]2)cc1 | 1.3 | 22
43 | CC1C(=O)C(C)C(c2ccccc2)N(N=O)C1c1ccccc1 (configuration not stated) | -1.6 | -9
44 | O=C1OC(c2ccc3ccccc3c2O)(c2ccc3ccccc3c2O)c2ccccc21 | 2.4 | -3
45 | COc1ccccc1C(=O)NCCC(=O)N1CC(C)OC(C)C1 (configuration not stated) | -1.7 | -10
46 | COc1cc2c(c(OC)c1OC)C(=O)C(=Cc1ccccc1)O2 | 0.8 | -18
47 | Cn1c(=O)c2[nH]c(NN=Cc3ccc(F)cc3)nc2n(C)c1=O | -1.2 | -2
48 | CN(C)CCC(O)(c1ccccc1)c1ccccc1Cl (configuration not stated) | 0.0 | -3
49 | OCCNCc1cccc(-c2ccccc2)c1O | -0.7 | -2
50 | c1ccc(-c2cn3ccccc3n2)cc1 | 0.5 | 1
51 | O=C(Cn1c(=O)n(CCC(=O)N2CCc3ccccc3C2)c(=O)c2ccccc21)NCC1CCCO1 (configuration not stated) | -0.5 | 4
52 | CCOC(=O)C1CCN(c2c(N3CCN(c4ccccc4OC)CC3)c(=O)c2=O)CC1 | -0.1 | -9
53 | C=C(CCC(=O)c1ccccc1)C(=O)c1ccccc1 | -0.3 | 16
54 | CN(C(=O)c1cccc(NC(=O)Cc2ccc(NC(=O)C3CCN(C(=O)C4CCCC4)CC3)cc2)c1)C1CC1 | -0.3 | -1
55 | Cc1ccc(S(=O)(=O)Nc2ccccc2C=Nc2cccc(C)c2C)cc1 | 2.8 | 57*
56 | O=C(O)COc1ccc(NC(=O)c2ccc3c(c2)C(=O)N(C2CCCCC2)C3=O)cc1 | -0.7 | 6
57 | OC(c1ccccc1)(c1ccccc1)c1nccc2ccccc12 | 0.6 | 5
58 | N=c1c(S(=O)(=O)c2ccc(Br)cc2)cc2c(=O)n3ccccc3nc2n1CCN1CCOCC1 | 28 | -14
59 | S=C1SCCN1Cc1ccccc1 | 1.4 | -5
60 | CC(C)Cn1cnc2c(SCc3ccc(Cl)cc3)nc(N)nc21 | -1.3 | -1
61 | C#CCOCCOCCOCCNc1nc(N2CCN(C(=O)[C@H](C)n3cc(CCC(=O)O)nn3)CC2)nc(N2CCN(C(=O)[C@H](Cc3ccc(O)cc3)n3cc(CCO)nn3)CC2)n1 | 1.3 | -6
62 | CC(C)(C)OC(=O)n1cccc1/C=C1\c2ccccc2C(=O)N1c1ccccc1 | 0.8 | -6
63 | O=C1NC(=Nc2ccccc2)SC1Cc1cccc(Cl)c1Cl (configuration not stated) | 9.9 | 25
64 | COc1ccc(C(=O)/C=C/C(=O)N(CC(=O)NC2CCCCC2)Cc2ccccc2OC)c(O)c1 | -4.9 | -15
65 | CCOC(=O)c1c(CS(=O)(=O)c2ccccc2)n(C)c2cc(Br)c(O)c(CN(C)C)c12 | -1.5 | 2
66 | Nc1nn2c(-c3ccccc3)cc(=O)[nH]c2c1N=Nc1ccc(Br)cc1 | 2.5 | 14
67 | CCN(CC)c1ccc(NC(=O)Cn2c(C(C)NC(=O)c3ccccc3)nc3ccccc32)cc1 (configuration not stated) | 0.6 | -7
68 | COc1ccc2c(Cl)c(C(=O)OCC(=O)c3ccc4c(c3)NC(=O)CO4)sc2c1Cl | 4.1 | 0
69 | CN(CCc1ccccc1)C(=O)c1ccc(NC(=O)Cc2ccc(NC(=O)C3CCCN(C(=O)C4CCCCC4)C3)cc2)cc1 (configuration not stated) | 5.1 | -2
70 | CCOC(=O)C1(Cc2ccccc2C#N)CCCCC1=O (configuration not stated) | -0.8 | 0
71 | O=C(Cn1ncc(Cl)c(Cl)c1=O)NCC1CCCCC1 | 1.3 | 17
72 | COC(=O)C1=NNC(C(=O)OC)C1c1ccccc1 (configuration not stated) | 0.8 | -2
73 | COc1ccc2nc(-n3c(O)c(C4=c5ccccc5=NC4=O)[nH]c3=S)sc2c1 | 10 | 22
74 | Cc1cccc(N(C(=O)Cc2cccs2)C(C(=O)NC2CCCC2)c2ccsc2)c1 (configuration not stated) | 2.2 | 9
75 | COc1cc(OC)cc(C(=O)NC(C(=O)NNC(=O)CN(C)S(=O)(=O)c2ccc(C)cc2)C(C)C)c1 (configuration not stated) | 0.2 | 1
76 | CCOC(=O)N1CCC(Nc2ncnc3c2cnn3-c2ccc(Cl)cc2)CC1 | 0.9 | -7
77 | O=S(=O)(O)c1ccc2c(c1)C(C(Cl)(Cl)Cl)OC(C(Cl)(Cl)Cl)O2 (configuration not stated) | -0.4 | -15
78 | Clc1ccc(-c2csc(Nc3ccccc3)[n+]2Cc2ccco2)c(Cl)c1 | 4.9 | -1
79 | O=C1N=c2ccccc2=C1c1sc(Nc2ccc(O)cc2)nc1O | 0.6 | 6
80 | COc1ccc(C)cc1NS(=O)(=O)c1ccccc1 | 0.1 | 3
81 | COc1cc(-c2ccc(NC(=O)c3ccc(C)cc3)c(OC)c2)ccc1NC(=O)c1ccc(C)cc1 | -0.2 | -1
82 | NC(N)=NN=C(c1ccc(F)cc1)c1ccc(C(F)(F)F)cc1 | 70* | 2
83 | O=C1NC(c2ccccc2)Cc2ccncc21 (configuration not stated) | 0.3 | -3
84 | CCOC(=O)CSc1nc2c(c(=O)n(C)c(=O)n2C)n1CCCc1ccccc1 | 1.2 | -12
85 | CCN(Cc1ccccc1)c1ccccc1 | 0.7 | 4
86 | O=C(c1ccc2c(=O)n3c(nc2c1)CCC3)N1CCN(S(=O)(=O)c2ccccc2Br)CC1 | -1.9 | 3
87 | O=C1c2ccccc2S(=O)(=O)N1CCCN1C(=O)c2ccccc2S1(=O)=O | -0.8 | -16
88 | O=C1C=Cc2cccc3ccc(O)c1c23 | -1.2 | -4
89 | COc1ccc(C2C(C(C)=O)=C(O)C(=O)N2c2nccs2)cc1OC (configuration not stated) | -0.8 | 5
90 | COc1cccc(-n2c(SCc3cc(=O)oc4cc(O)c(O)cc34)nc3ccccc3c2=O)c1 | 29 | 99*
91 | CC(=O)Nc1ccc(-c2csc(NC(=O)C3CCN(S(=O)(=O)c4cccs4)CC3)n2)cc1 | -0.9 | 5
92 | O=C(Nc1ccc([N+](=O)[O-])cc1)NN1CCCCCC1 | 102* | 2
93 | Cc1c(C(=O)N2CCc3ccccc32)oc2ccccc12 | 0.3 | 26
94 | NS(=O)(=O)c1ccc(NC(=O)c2cccc3cc4ccccc4nc23)cc1 | 0.7 | -9
95 | CC(=NNc1ccc([N+](=O)[O-])cn1)c1ccccc1 | 0.4 | -3
96 | CCOc1nc(-c2ccc(OC)cc2)ccc1-c1noc(-c2ccncc2)n1 | -0.8 | 0
97 | OCC1(CCc2ccccc2)CCN(Cc2ccc(OC(F)F)cc2)CC1 | -1.4 | -15
98 | CC(SCc1ccccc1)C(=O)NCc1ccccn1 (configuration not stated) | -0.1 | -5
99 | N#Cc1c(-c2ccccc2)cc(C2CC2)nc1SCC(=O)c1cccs1 | -1.6 | 2
100 | O=C(CCCSc1ccccc1)Nc1nc(-c2ccco2)c(-c2ccco2)s1 | 7.6 | 14

New compounds follow:
item | Structure | MPTP block | ATG4B inh
101 | CSc1nc(N)nc2c1ncn2Cc1ccccc1 | 0.6 | 0
102 | CC(=O)CC[N+](C)(C)C | 0.0 | 5
103 | CCN1CCc2c(sc(NC(=O)Nc3ccc(Cl)c(Cl)c3)c2C(N)=O)C1 | 55* | 21
104 | O=C(CC(=O)c1cccnc1)c1ccccc1 | -0.3 | 5
105 | CCN(C(=O)COC(=O)C(C)(C)Oc1ccc(Cl)cc1)c1c(N)n(Cc2ccccc2)c(=O)[nH]c1=O | -0.4 | -6
106 | CN(Cc1cccc(F)c1)C(=O)C(c1ccccc1)c1ccccc1 | 3.6 | 10
107 | CCOC(=O)C1=C(O)c2ccccc2C(=O)/C1=C\c1ccc(C)cc1 | 38 | -2
108 | C=CCn1cccc(C(=O)Nc2ccc(C)c(Cl)c2)c1=O | 0.8 | -4
109 | C=CCOc1c(Cl)cc(Cl)cc1S(=O)(=O)NCCO | 0.5 | 6
110 | O=C1ON=C(c2ccccc2)/C1=C/c1cccnc1 | 0.4 | 0
111 | Cc1cccc(C2c3c(n(C)c(=O)n(C)c3=O)N=C3c4ccccc4C(=O)C32)c1 (configuration not stated) | 4.8 | -3
112 | CC(O)(c1cccs1)C(C(=O)O)c1ccccc1 (configuration not stated) | 0.0 | -3
113 | COC(=O)CCC1(C(N)=O)CCC(=O)c2ccccc21 (configuration not stated) | -0.1 | 2
114 | COc1ccc(OC(=O)N2C/C(=C/c3ccccc3)C(=O)/C(=C\c3ccccc3)C2)cc1 | -0.8 | -2
